Compound activity deposited in PubChem BioAssay by several laboratories.
PfHsp90 set2: growth inhibition of yeast expressing Plasmodium Hsp90; S. cerevisiae expressing PfHsp90, BacTiter-Glo ATP, 48 h; yeast lacking PDR1 and PDR3 efflux regulators; inhibition, % at 9.4 µM; 310,000 compounds, 0.32% hits; AID 504621;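 active = every replicate shows inhibition above about 80%, whatever the replicate mean, limit read from the data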;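 note: 0% = DMSO neutral controls and 100% = 20 µM radicicol positive controls; yeast relying on Plasmodium falciparum Hsp90 in place of its own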
Rtt109 HAT inh: blocks Candida albicans Rtt109/Vps75 acetyltransferase activity; inhibition, % at 34.9 µM; 330,000 compounds, 0.16% hits; purified Rtt109/Vps75, ThioGlo CoA-SH fluorescence, 4 h;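 active = inhibition of at least 50% in every replicate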
Target sequence (Q5AAJ8 whole entry, looked up): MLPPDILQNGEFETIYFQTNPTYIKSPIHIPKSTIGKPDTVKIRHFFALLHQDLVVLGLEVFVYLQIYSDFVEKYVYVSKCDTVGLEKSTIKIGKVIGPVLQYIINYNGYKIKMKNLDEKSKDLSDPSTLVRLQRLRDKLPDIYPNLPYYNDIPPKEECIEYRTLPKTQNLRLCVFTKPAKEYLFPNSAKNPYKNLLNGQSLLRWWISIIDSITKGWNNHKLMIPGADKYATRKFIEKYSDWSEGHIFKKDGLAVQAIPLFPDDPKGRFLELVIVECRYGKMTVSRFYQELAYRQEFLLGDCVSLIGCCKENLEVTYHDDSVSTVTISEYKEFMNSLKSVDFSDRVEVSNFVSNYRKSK
DAGLB inhibitor: blocks human DAGLB lipase activity | Q8NCG7 | HEK293T DAGLB membrane lysate, EnzChek fluorogenic substrate | inhibition, % at 5.17 µM | 340,000 compounds, 0.059% hits; in the data active = inhibition above about 34%;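 note: 0% = enzyme with vehicle and 100% = wells lacking enzyme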
Target sequence (Q8NCG7 whole entry, looked up): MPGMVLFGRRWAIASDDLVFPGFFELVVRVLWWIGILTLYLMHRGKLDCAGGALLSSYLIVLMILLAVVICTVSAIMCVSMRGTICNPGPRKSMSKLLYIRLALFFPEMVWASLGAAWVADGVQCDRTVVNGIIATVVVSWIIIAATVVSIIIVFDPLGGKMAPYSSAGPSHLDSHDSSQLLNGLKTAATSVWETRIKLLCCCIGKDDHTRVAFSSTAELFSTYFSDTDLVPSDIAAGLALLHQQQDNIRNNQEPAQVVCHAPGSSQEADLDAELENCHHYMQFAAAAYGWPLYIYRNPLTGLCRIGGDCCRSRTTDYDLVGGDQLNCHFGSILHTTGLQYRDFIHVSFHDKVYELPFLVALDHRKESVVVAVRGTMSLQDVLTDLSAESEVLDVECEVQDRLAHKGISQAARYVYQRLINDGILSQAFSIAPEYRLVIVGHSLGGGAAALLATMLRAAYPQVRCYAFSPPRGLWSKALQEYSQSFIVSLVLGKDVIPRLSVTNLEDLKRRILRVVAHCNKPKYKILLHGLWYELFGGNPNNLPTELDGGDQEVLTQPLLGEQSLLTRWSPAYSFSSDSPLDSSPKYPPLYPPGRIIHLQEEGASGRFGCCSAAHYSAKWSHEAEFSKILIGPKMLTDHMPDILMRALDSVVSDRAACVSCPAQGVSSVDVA
Tat transport: E. coli Tat transport inhibition | E. coli MC4100 TorA-mCherry Tat export, fluorescence | inhibition, % at 10 µM | 340,000 compounds, 0.036% hits | AID 488895;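 active = mean replicate inhibition at least 50% and at least half of replicates individually reaching 50%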;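 note: exported cargo escapes ClpAP degradation while cytoplasmic cargo is degraded and loses fluorescence; 0% = median of neutral control wells and 100% = median of NaSCN control wells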
Ecoli viability: reduces bacterial viability in AddAB counter-screen; E. coli V3065 growth, OD600 absorbance, 18 h; inhibition, % at 11.9 µM; 330,000 compounds, 0.27% hits;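 active = inhibition above the campaign's mean inhibition across all tested compounds plus 3 SD, cut at about 9.9% in these data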;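 note: uninfected addAB+ strain grown without phage in ampicillin broth; 0% = DMSO wells and 100% = ciprofloxacin 0.95 µg/ml wells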
PvdQ inh: blocks Pseudomonas aeruginosa PvdQ acylase activity; purified PvdQ acylase, fluorescence plate reader; 340,000 compounds, 0.063% hits; inhibition, % at 10 µM; in the data active = inhibition above about 30%, passing the limit was not always enough;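 note: 0% = vehicle neutral wells and 100% = reference inhibitor wells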
phage Ecoli inh: E. coli growth loss with phage present. growth absorbance. inhibition, % at 11.9 µM. 360,000 compounds, 0.26% hits. AID 651602; in the data active = inhibition above about 11%
AddAB inh: less growth of phage-infected E. coli with AddAB. E. coli expressing H. pylori AddAB, absorbance growth. inhibition, % at 11.9 µM. 330,000 compounds, 0.29% hits; in the data active = inhibition above about 12%;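 note: 0% = vehicle wells of infected cells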
Wnt bcat act: activators of Wnt/beta-catenin signaling; Wnt/beta-catenin reporter cell assay, activator, plate reader; AID 743398; activation, % at 9.35 µM; 300,000 compounds, 1.2% hits; in the data active = activation above about 30%, passing the limit was not always enough;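 note: 0% = neutral control wells and 100% = positive control wells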
CAL PDZ FP: human CAL PDZ-peptide interaction inhibition. Q9HD26. purified CAL PDZ, TMR-peptide fluorescence polarization, 1 h. inhibition, % at 20 µM. 330,000 compounds, 0.02% hits. AID 504414;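 active = highest replicate inhibition of at least 40%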;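 note: plate controls were DMSO neutral control wells for no effect and unlabeled competitor peptide control wells for full effect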
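Material: tagged CAL PDZ protein CerCALP, purified; buffer or medium: sodium phosphate/NaCl buffer pH 7.4 with TCEP, IgG, Thesit; also added: fluorescent TMR peptide probe; schedule: 1 h incubation at room temperature before polarization reading; technique: fluorescence polarization from S- and P-plane intensities, G-factor corrected; control set: unlabelled peptide and DMSO controls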
* hit, by the source's call; . = not tested or not shown.

SMILES	PfHsp90 set2	Rtt109 HAT inh	DAGLB inhibitor	Tat transport	Ecoli viability	PvdQ inh	phage Ecoli inh	AddAB inh	Wnt bcat act	CAL PDZ FP
COc1ccc(/C(C)=N/NC(=O)CNC(=O)/C=C/c2ccccc2OC)cc1	-16.7	2.2	0.2	-3.9	-0.4	-6.1	-0.9	3.4	-2.6	-1.2
CCC(C)(C)NC(=O)CN(C(=O)c1snc(C(N)=O)c1N)c1ccc2c(c1)OCO2	14.7	-2.1	-1.9	-2.7	-1.6	13.5	-1.7	2.3	.	-1.4
CC1CCN(C(=O)CSc2nnc(CNC(=O)c3c(F)cccc3F)o2)CC1	-14.1	-3.0	-0.4	-2.2	0.9	-18.2	0.2	-0.6	-1.6	-0.8
O=C(C1=C[C@H](c2ccc(Br)cc2)C[C@H](OCCCCO)O1)N1CCN(Cc2ccc3c(c2)OCO3)CC1	-8.7	10.0	-2.6	5.6	-0.7	13.7	.	0.4	.	-0.7
CCS(=O)(=O)NCC(c1ccco1)N1CCN(c2ccccc2F)CC1 (stereo unspecified)	6.3	-0.6	0.1	8.4	-1.9	-0.6	0.1	-0.3	-3.0	-0.6
CC1N(C)c2cc(NC(=O)c3ccco3)ccc2C1(C)C (stereo unspecified)	13.8	13.7	6.9	-176.9	-0.8	0.5	2.1	2.4	-6.2	-37.9
Nc1c(C(=O)Nc2cccc(F)c2)nnn1-c1cccc(C(F)(F)F)c1	.	-6.7	-2.6	-6.0	0.2	-16.4	1.5	0.8	22.6	-0.1
CSc1nc2sc3c(c2c(=O)n1C)CCCC3	-48.1	.	-10.2	-5.9	0.6	-12.2	-0.4	3.1	.	-2.3
CCN(CC)S(=O)(=O)c1ccc(C(=O)/C=C/c2ccc(-c3ccc([N+](=O)[O-])cc3)o2)cc1	-5.6	-2.3	2.8	2.3	-0.5	-12.4	-2.3	1.6	-3.1	-0.2
Cc1cccc(C(=O)c2cnc3ccccc3c2-c2ccccc2)c1	-37.2	8.6	-8.6	7.8	-0.7	-9.7	0.3	0.4	.	-0.6
O=C(Nc1ccc(C(=O)N2CCOCC2)cc1)c1cccc([N+](=O)[O-])c1	-2.7	.	1.3	-3.0	1.5	-6.3	1.4	2.2	-6.8	0.9
CC1CCC2(CC1)Nc1ccccc1C(=O)N2c1ccccc1 (stereo unspecified)	8.6	-7.7	-4.1	1.8	0.6	-6.4	-0.1	0.9	14.5	.
CC(Sc1nnc(CNC(=O)c2ccco2)n1C)C(=O)Nc1nccs1 (stereo unspecified)	8.4	1.2	-1.0	-5.7	0.8	-8.3	-2.3	3.6	-1.2	-1.6
COc1ccc(NC(=O)CCNS(=O)(=O)c2cc(Br)cnc2N)cc1OC	7.3	3.7	2.3	2.5	-0.7	-9.9	3.8	0.1	0.1	-1.3
CC(Sc1cnccn1)C(=O)O (stereo unspecified)	-1.3	-3.2	.	5.8	1.4	-23.9	1.7	-0.6	11.3	0.5
CCOc1cc(/C=C/c2ccc3cccc([N+](=O)[O-])c3n2)ccc1O	-19.5	3.9	2.1	13.5	0.0	5.7	2.0	1.0	13.7	-0.7
CCC(=O)Nc1c(-c2ccccc2Cl)c(=O)c2ccccc2n1C	2.7	-17.9	2.6	3.0	-2.2	-9.9	1.8	0.7	0.6	-1.0
COc1ccc(Br)cc1C(=O)O	5.4	-16.5	-0.3	-1.2	-1.1	-16.9	2.1	0.4	-5.4	-7.6
O=C(NCc1ccccn1)c1cccc(S(=O)(=O)NCc2ccccc2)c1	-16.6	-9.1	2.6	5.2	0.6	-17.1	0.5	0.1	0.8	-1.8
Cc1ccc(N(CC(=O)NC(C)C)C(=O)CCC(=O)Nc2nccs2)cc1C	-64.8	-3.1	-1.1	4.0	-0.5	-10.4	-1.8	1.1	1.6	0.8
CCOC(=O)c1ccc2[nH]c3ccccc3c2c1	-5.6	2.4	-7.5	6.7	0.2	-7.2	5.1	4.5	0.0	-0.9
COc1cc(NC(=O)c2ccc3nsnc3c2)cc(OC)c1OC	-2.0	-6.3	3.2	2.0	-1.3	-4.2	0.5	0.1	3.6	-1.9
O=[N+]([O-])c1cc(Cl)ccc1N1CCCCC1	8.7	.	4.1	5.7	0.6	5.6	3.3	0.3	-0.4	-0.8
Cc1cc(Cl)c(OCCOCCN2CCNCC2)c(Cl)c1	4.4	3.8	-1.3	0.4	-0.8	-7.8	4.4	3.3	-2.9	-0.1

An excerpt from above, reduced to Tat transport:
SMILES | Tat transport
O=C(NCc1ccccn1)c1cccc(S(=O)(=O)NCc2ccccc2)c1 | 5.2
Cc1ccc(N(CC(=O)NC(C)C)C(=O)CCC(=O)Nc2nccs2)cc1C | 4.0

Next section
SMILES	PfHsp90 set2	Rtt109 HAT inh	DAGLB inhibitor	Tat transport	Ecoli viability	PvdQ inh	phage Ecoli inh	AddAB inh	Wnt bcat act	CAL PDZ FP
N#CCSc1nc(Nc2ccc3c(c2)OCO3)c2ccccc2n1	.	-11.4	-0.9	-3.4	-0.9	-8.0	.	-1.7	-1.4	-6.0
N#Cc1cn(-c2ccccc2)nc1C(=O)c1ccccc1	-2.2	-5.6	-5.4	-10.4	3.5	-12.8	4.1	-2.2	.	-2.6
C/C(=N\NC(=S)NC1CCCCC1)c1ccc(OC(F)F)cc1OC(F)F	26.9	1.5	-43.3	7.2	5.8	-5.7	4.1	-2.2	-0.8	0.0
COc1ccc(OC)c(NS(=O)(=O)c2c(C(=O)N3CCCCCC3)c(C)n(C)c2C)c1	-9.8	1.1	-0.7	9.0	1.4	-12.8	-2.6	6.2	-1.1	-2.5
Cc1ccc(CN2CCNC(=O)C2CC(=O)NC2CCCCCC2)cc1 (stereo unspecified)	-3.3	-0.7	1.0	7.1	-0.7	-6.3	0.6	0.8	1.6	-0.9
CC1CCN(C(=O)c2[nH]cnc2C(=O)NCc2ccc(CNC(=O)OC(C)(C)C)cc2)CC1	.	5.1	1.2	3.6	-3.6	-7.6	0.8	-0.9	0.0	0.2
CC/C(CC(C)(C)c1ccccc1)=N\O	-11.7	-1.8	-1.2	-2.1	0.4	-5.6	1.9	0.2	-0.9	-1.4
Cc1ccc(COc2coc(CO)cc2=O)cc1	.	-6.1	-2.9	-14.6	0.8	-11.6	0.4	1.7	.	-0.6
Cc1ccc(C(=O)N(CCC2=CCCCC2)c2c(N)n(Cc3ccccc3)c(=O)[nH]c2=O)o1	9.9	0.4	5.5	-2.8	-3.8	-9.5	4.0	-0.9	-4.2	-2.9
CC1=C[C@H]2OC(=O)[C@@H](C)[C@H]2C[C@@H]2[C@H]1C[C@@H](O)[C@@]2(C)O	-4.6	-16.4	0.3	-4.0	-0.3	-13.5	-1.6	3.0	0.3	-1.6
CCOC(=O)C1CCN(C(=O)CN2C(=O)NC3(CCCCC3)C2=O)CC1	-9.7	-4.8	-0.9	0.5	0.0	-7.5	1.4	-0.1	43.3*	0.2
COc1ccc(C2Nc3ccccc3C(=O)N2Cc2ccco2)cc1COc1ccccc1F (stereo unspecified)	-1.1	-2.0	1.7	6.5	1.6	-15.5	3.1	2.7	.	-0.5

Complete entries, quoted from the list. Order of screens: PfHsp90 set2, Rtt109 HAT inh, DAGLB inhibitor, Tat transport, Ecoli viability, PvdQ inh, phage Ecoli inh, AddAB inh, Wnt bcat act, CAL PDZ FP
COc1ccc(OC)c(NS(=O)(=O)c2c(C(=O)N3CCCCCC3)c(C)n(C)c2C)c1 in the list: -9.8, 1.1, -0.7, 9.0, 1.4, -12.8, -2.6, 6.2, -1.1, -2.5
N#CCSc1nc(Nc2ccc3c(c2)OCO3)c2ccccc2n1 in the list: ., -11.4, -0.9, -3.4, -0.9, -8.0, ., -1.7, -1.4, -6.0
Cc1ccc(COc2coc(CO)cc2=O)cc1 in the list: ., -6.1, -2.9, -14.6, 0.8, -11.6, 0.4, 1.7, ., -0.6
CC/C(CC(C)(C)c1ccccc1)=N\O in the list: -11.7, -1.8, -1.2, -2.1, 0.4, -5.6, 1.9, 0.2, -0.9, -1.4
CC1CCN(C(=O)c2[nH]cnc2C(=O)NCc2ccc(CNC(=O)OC(C)(C)C)cc2)CC1 in the list: ., 5.1, 1.2, 3.6, -3.6, -7.6, 0.8, -0.9, 0.0, 0.2

Carrying on:
SMILES	PfHsp90 set2	Rtt109 HAT inh	DAGLB inhibitor	Tat transport	Ecoli viability	PvdQ inh	phage Ecoli inh	AddAB inh	Wnt bcat act	CAL PDZ FP
COc1ccc(-c2nnc(SCc3cccc(C)c3)n2N)cc1	-18.6	-0.1	-0.7	0.6	0.8	-0.6	2.2	0.6	.	-0.7
COc1cc(OC)c(NC(=O)c2ccc3c(SCC(=O)O)c4c(nc3c2)CCCC4)cc1Cl	-17.3	-15.6	3.5	0.2	-2.9	-13.6	3.0	-0.1	-1.2	-1.6
CCn1c(=O)n(CC)c2cc(S(N)(=O)=O)ccc21	-6.6	2.5	1.6	-13.7	-0.3	-14.2	2.2	1.4	1.7	-1.0
Cc1ccccc1C(=O)NC1CCN(C(=O)Nc2ccc(F)cc2)CC1	28.0	1.4	-1.5	-5.0	2.5	-9.1	0.9	3.6	-2.5	-2.2
Nc1cc(=O)[nH]c(SCC(=O)Nc2ccc(Cl)c(Cl)c2)n1	6.2	-3.0	2.2	-5.6	-3.4	-11.5	1.9	-0.3	.	-1.0
CC(=O)Nc1ccc(S(=O)(=O)NCc2ccccn2)cc1	-4.6	5.4	0.5	0.4	-0.3	4.9	3.7	1.9	0.0	-0.2
CS(=O)(=O)NCCOc1ccc(S(=O)(=O)NCCOc2ccccc2)cc1	-9.5	7.6	0.4	0.8	-2.6	-11.7	4.3	-1.0	-4.5	.
CCC[C@@H](CN1CCC[C@H]1CN1C(N)=NC[C@@H]1Cc1ccccc1)N1C[C@@H](Cc2ccccc2)N(CCCC2CCCC2)C1=N	-7.6	0.1	7.9	-10.3	3.9	-27.5	.	5.0	.	-4.4
O=C(NCCCc1ccccc1)C1CCN(S(=O)(=O)c2ccc(F)cc2)CC1	5.3	-7.8	0.4	3.1	0.8	3.0	1.4	2.5	-1.3	-1.0
Cc1ccc(C(=O)N/C(=C\c2cn(C)c3ccccc23)C(=O)NCCN2CCOCC2)cc1	-2.8	12.9	2.3	0.5	-2.0	3.9	-2.1	0.9	-2.0	-1.1
COc1ccc(N2CCN(C(=O)COC(=O)c3cc(S(=O)(=O)N(C)C)ccc3N3CCCC3)CC2)cc1	32.9	8.2	3.9	4.8	2.8	-7.0	0.2	1.4	-0.9	-1.1
Cc1ccc(CNC(=O)[C@@H](NC(=O)C2CCN(C(=O)[C@@H]3CCCN3)CC2)C(C)C)cc1	14.7	18.2	0.0	-0.6	1.8	7.0	1.4	4.9	-1.7	0.4
Cc1c(Cl)cccc1N1CC(C(=O)Nc2nccs2)CC1=O (stereo unspecified)	6.9	7.8	3.7	-2.7	-0.2	-1.7	0.0	0.2	.	-1.1
O=C(COc1cccc(NC(=O)c2ccccc2)c1)c1ccccc1	13.3	9.5	-1.5	-3.8	-0.1	1.8	1.2	1.9	-7.1	0.2
CCc1ccc(NC(=O)C2(C)Cc3ccccc3C(=O)O2)cc1 (stereo unspecified)	-12.8	-2.8	-1.1	4.1	-0.5	-5.3	2.0	0.6	0.3	-0.6
O=C(c1ccccc1)C1CCN(C(=O)Nc2ccccc2)CC1	-5.3	2.9	-1.7	5.7	-1.7	-11.7	0.8	4.3	0.9	0.0
Cc1ccc(-c2nc(NC(=O)CSc3ccc4ccccc4n3)ns2)cc1	-18.2	-6.2	0.1	-1.4	-3.8	-5.9	2.6	2.4	-4.0	-0.2
